From PubChem
EWS-Fli block = inhibitors of EWS/Fli oncoprotein transcriptional activity. A673 NR0B1-luciferase reporter, viability-normalised. inhibition, % at 12.6 µM. 350,000 compounds, 0.67% hits;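 active means mean inhibition of at least 50% after viability correction, with every replicate also passing that limit; inconclusive means mean reaches 50% but only one of two replicates passes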;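 further: firefly luciferase signal divided by Alamar Blue viability fluorescence both relative to DMSO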
LGR2 inh = blocks bursicon-induced cAMP signaling via Drosophila LGR2 | HEK293 LGR2, CRE-luciferase, bursicon-stimulated, 4 h | inhibition, % at 9.99 µM | 380,000 compounds, 0.35% hits;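 active means drop in luminescence signal, shown as inhibition above about 50% in the replicate tests, limit read from the data, passing the limit was not always enough; inconclusive means probably only some replicates passing the limit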;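 further: agonist challenge used bursicon conditioned medium at about half maximal strength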
FN deposition inh = fibronectin deposition inhibition; AH1F fibroblasts, Alexa488-fibronectin deposition fluorescence, overnight; inhibition, % at 12.6 µM; 350,000 compounds, 0.086% hits; AID 743247;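 active means mean inhibition across replicates of 30% or more, regardless of how many single replicates reach that level; inconclusive means mean under 30% yet at least half of replicates reach 30%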;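 further: positive control wells lacked labelled fibronectin entirely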
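Test system: AH1F fibroblast monolayer depositing Alexa488-labelled fibronectin into matrix. Input: 10000 cells per well. Technique: fluorescence, ex 485 nm, em 525 nm. Buffer or medium: DMEM plus 2% serum, read in PBS. Timing: 1 h cell adhesion before compound, then overnight fibronectin incubation. Compound: single dose, pinned. Read-out basis: inhibition from reduced deposited-fibronectin fluorescence.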
ERAP1 inh = ERAP1 (human) enzyme inhibition | 340,000 compounds, 0.15% hits | Q9NZ08 | inhibition, % at 10.7 µM | recombinant ERAP1, Leu-AMC fluorescence, 60 min;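 active means mean replicate inhibition of at least 30%, or all replicates individually reaching that 30% level; inactive means mean below 30% and not every replicate reaching it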;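 further: 0% = neutral control wells and 100% = L-leucinethiol positive control wells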
Target sequence (Q9NZ08 whole entry, looked up): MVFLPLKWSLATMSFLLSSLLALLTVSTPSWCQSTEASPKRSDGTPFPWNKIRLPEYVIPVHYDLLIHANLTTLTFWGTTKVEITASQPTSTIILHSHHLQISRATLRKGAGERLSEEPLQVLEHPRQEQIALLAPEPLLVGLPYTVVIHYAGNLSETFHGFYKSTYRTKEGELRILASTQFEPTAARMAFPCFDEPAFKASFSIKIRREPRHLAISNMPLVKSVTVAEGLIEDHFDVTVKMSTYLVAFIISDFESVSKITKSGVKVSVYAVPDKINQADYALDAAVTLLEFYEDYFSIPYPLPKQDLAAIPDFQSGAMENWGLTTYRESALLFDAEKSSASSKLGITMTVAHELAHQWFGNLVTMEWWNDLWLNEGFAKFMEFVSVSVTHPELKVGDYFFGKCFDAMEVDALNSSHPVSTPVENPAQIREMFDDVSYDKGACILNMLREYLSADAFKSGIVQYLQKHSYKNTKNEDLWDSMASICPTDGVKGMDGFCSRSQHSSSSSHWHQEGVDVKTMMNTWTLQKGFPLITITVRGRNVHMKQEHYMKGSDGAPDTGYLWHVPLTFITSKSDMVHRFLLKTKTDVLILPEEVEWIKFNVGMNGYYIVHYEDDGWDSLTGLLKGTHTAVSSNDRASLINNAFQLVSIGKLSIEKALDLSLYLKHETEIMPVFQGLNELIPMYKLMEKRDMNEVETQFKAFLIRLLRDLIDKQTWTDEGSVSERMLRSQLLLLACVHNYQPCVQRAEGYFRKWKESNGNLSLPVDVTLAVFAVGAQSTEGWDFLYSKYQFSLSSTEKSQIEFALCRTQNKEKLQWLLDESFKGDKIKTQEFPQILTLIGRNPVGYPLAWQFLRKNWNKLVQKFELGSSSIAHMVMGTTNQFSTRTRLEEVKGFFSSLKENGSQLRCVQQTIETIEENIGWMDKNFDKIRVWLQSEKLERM
PGC1a acetyl inh = modulators of PGC1a acetylation; AID 651687; 350,000 compounds, 0.17% hits; inhibition, % at 15.6 µM; U2OS PGC1a acetylation, AlphaScreen anti-acetyl-lysine; with virally co-expressed GCN5 acetyltransferase;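 active means every replicate shows inhibition of at least 40%; inconclusive means mean inhibition at least 40% but some replicate below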;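 further: 0% = neutral control wells and 100% = positive control wells; some results beyond the cut were filed as inactive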
PAX8 inh HTS = lowers PAX8-driven luciferase in RMG-I cells | RMG-I TPO-luciferase reporter, SteadyGlo, 24 h | inhibition, % at 12.6 µM | 360,000 compounds, 1.2% hits | AID 652154;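 active means mean replicate inhibition at least 60% with every replicate also reaching 60%; inconclusive means only one of the two criteria is met; inactive means mean below 60% and not all replicates reaching 60%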;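 further: luciferase light reporting Pax8 driven TPO promoter activity; plate controls were median of neutral control wells for no effect and mitoxantrone controls for full effect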
PglD inh = blocks C. jejuni PglD acetyltransferase activity. purified PglD enzyme, DTNB colorimetric CoA detection. inhibition, % at 12.5 µM. 360,000 compounds, 0.098% hits; in the data active means inhibition above about 16%, passing the limit was not always enough; inconclusive means no clear call, values can overlap the other calls; further: strong numbers were not always called active
S100A4 inh HTS = blocks human S100A4 binding to myosin IIA peptide; S100A4/TAMRA-MyoIIA peptide fluorescence polarization; inhibition, % at 10.7 µM; 360,000 compounds, 0.14% hits; AID 652163;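 active means mean inhibition of at least 70% across replicates, with every replicate also reaching that level; inconclusive means mean inhibition reaches 70% but some replicates fall short; inactive means mean inhibition below 70%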
Target sequence (P26447 whole entry, looked up): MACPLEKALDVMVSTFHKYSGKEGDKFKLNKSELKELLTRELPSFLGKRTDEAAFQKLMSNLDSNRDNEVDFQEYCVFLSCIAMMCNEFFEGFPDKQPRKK
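System – human S100A4 monomer protein, biochemical binding assay · Buffer or medium – Calcium-containing HEPES buffer, pH 7.2 · Timing – 5 min between mix addition and reading · Also added – TAMRA-labelled myosin IIA heavy-chain peptide probe, 5 nM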
Starred values were filed as active, the others as inactive; ? = inconclusive; · = not tested or not shown.

Molecule,LGR2 inh,ERAP1 inh,S100A4 inh HTS,FN deposition inh,PGC1a acetyl inh,PglD inh,EWS-Fli block,PAX8 inh HTS
COc1cccc(CC(NC(C)=O)C(=O)NC2CCN(S(=O)(=O)c3ccc(NC(C)=O)cc3)CC2)c1 (centres undefined),18,1,-1,14,·,·,6,-45
O=C(Nc1ccc2[nH]c(=O)[nH]c2c1)c1ccc(Cl)c(Cl)c1,7,3,-2,-16,-1,·,1,4
C=CCC1NS(=O)(=O)OC(COC)C1C (centres undefined),2,-1,-5,-8,-1,0,-5,-4
COCC(=O)N1[C@H](CO)[C@@H](c2ccc(-c3cccnc3)cc2)[C@@H]1C#N,1,1,-3,-11,-7,2,-3,-5
OCC[C@H]1C[C@H](O)[C@@H](O)[C@]2(CCc3ccccc3CO2)O1,-5,-1,-34,9,-2,0,-9,-6
O=C(NC(=S)Nc1ccc(S(=O)(=O)NC2CCCCC2)cc1)c1cccs1,3,-3,7,0,·,-12,27,37
Cc1ccc(-n2c(=S)sc3c(=O)n(-c4ccc(F)cc4)c(SCC(=O)O)nc32)cc1C,5,-5,-6,-8,7,3,-26,11
COc1ccc(N2CCC(CNC(=S)Nc3c(C)cc(C)cc3C)C2)cc1 (centres undefined),5,-7,-1,-4,-14,·,4,10

Additional compounds.
Molecule,LGR2 inh,ERAP1 inh,S100A4 inh HTS,FN deposition inh,PGC1a acetyl inh,PglD inh,EWS-Fli block,PAX8 inh HTS
COCCN1C[C@@H](CO)O[C@@H](n2cnc3c(NCCCO)ncnc32)C1,-9,-7,10,-14,6,1,-2,-15
Nc1cc[n+](CC(=O)c2ccc3c(c2)OCCO3)cc1,18,-1,1,-7,3,-1,13,12
CCCCn1c(N)c(N(C)C(=O)c2cccc(-n3cnnn3)c2)c(=O)[nH]c1=O,1,2,2,-2,3,-5,-3,-5
CNC[C@@H]1Oc2ccc(NC(=O)CCN3CCOCC3)cc2C(=O)N([C@H](C)CO)C[C@H]1C,-13,·,·,-7,-2,·,-5,-14
Cc1nc(CCNC(=O)Cc2ccc(F)cc2)cs1,6,0,3,-8,2,1,-4,-6
O=C(/C=C/c1ccc(Cl)cc1)N1CCN(c2ccccn2)CC1,-1,1,-3,6,·,·,-8,-22
COc1ccc(CCNC(=O)c2cc([C@@H](NC(=O)OC(C)(C)C)C(C)C)sc2N)cc1OC,-27,·,-6,-3,·,·,9,-4
CCCC(=O)Nc1ccc2c(c1)C(=O)N(C)[C@H]1CC[C@@H](CC(=O)NCC3CC3)O[C@@H]1CO2,-9,1,-3,-18,-6,-1,-7,-9

(cont.)
Molecule,LGR2 inh,ERAP1 inh,S100A4 inh HTS,FN deposition inh,PGC1a acetyl inh,PglD inh,EWS-Fli block,PAX8 inh HTS
CCOc1ccc(C(=O)Nc2ccc3c(c2)OCCO3)cc1,31,-2,1,-12,·,2,9,-62
CCc1nnc(NC(=O)c2ccc(S(=O)(=O)N3CCCCC3)cc2)s1,-10,-1,-1,-1,·,-3,-5,-13
CO[C@H]1CN(C)C(=O)c2ccc(NC(=O)Nc3ccccc3)cc2OC[C@@H](C)N(C(=O)Nc2c(C)noc2C)C[C@@H]1C,-2,3,11,6,4,2,1,·
Cc1c(Cc2ccccc2)c(=O)oc2c(C)c(OCC(=O)N[C@@H](Cc3ccccc3)C(=O)O)ccc12,8,·,-14,·,11,-1,-6,·
CC(=O)Nc1ccc(NC(=O)C2(C)CC2(Cl)Cl)cc1 (centres undefined),·,7,4,-5,5,-1,3,1
O=C(O)c1ccc(-c2nc(-c3ccccc3Cl)cs2)cc1,-69,-10,-8,-5,·,·,-16,-125
O=C(C1CC1)N1[C@@H](CO)[C@@H]2c3ccccc3N(S(=O)(=O)c3ccccc3)C[C@@H]21,11,2,-3,-4,-16,-3,-3,8
O=C(C[C@H]1CC[C@@H]2[C@H](COC[C@@H](O)CN2Cc2ccc(F)cc2)O1)N1CCc2ccccc2C1,-16,0,19,-7,8,7,2,14

Next part
Molecule,LGR2 inh,ERAP1 inh,S100A4 inh HTS,FN deposition inh,PGC1a acetyl inh,PglD inh,EWS-Fli block,PAX8 inh HTS
Cn1c(SCC(=O)c2ccccc2)ncc(C(=O)Nc2ccccc2)c1=O,0,0,-4,-5,·,0,-15,-7
COc1ccc(CN2CCNC(=O)C2CC(=O)N2CCCN(C(C)=O)CC2)cc1OC (centres undefined),8,1,-8,1,-1,-2,0,0
COc1cc(/C=C2\C(=N)N3N=C(S(C)(=O)=O)SC3=NC2=O)ccc1OC(=O)c1ccco1,1,3,1,-3,·,0,·,-15
CCC(=O)O[C@]1(C(=O)CCl)[C@@H](C)C[C@H]2[C@@H]3CCC4=CC(=O)C=C[C@]4(C)[C@@]3(F)[C@@H](O)C[C@@]21C,-3,-1,4,-11,·,0,5,-22
CCN(CC)S(=O)(=O)c1cc(NC(=O)C2CCN(c3ncnc4sc(C)c(C)c34)CC2)ccc1Cl,39,0,-3,-9,·,-8,33,72*
C[C@@H]1CN([C@@H](C)CO)C(=O)c2cccc(NC(=O)c3cnccn3)c2O[C@@H]1CN(C)C(=O)NC1CCCCC1,-1,0,-62,-21,-1,5,12,-10
CCCCNc1ncnc2c1cnn2Cc1ccc(Cl)cc1,-1,0,2,19,·,0,17,23
CCOc1cc(/C=C(\C(=O)O)c2ccc(S(=O)(=O)N3CCCC3)s2)ccc1OC,-39,1,-8,·,·,6,-6,-10

Other compounds
Molecule,LGR2 inh,ERAP1 inh,S100A4 inh HTS,FN deposition inh,PGC1a acetyl inh,PglD inh,EWS-Fli block,PAX8 inh HTS
CCCC(=O)Nc1ccc2c(c1)C(=O)N(C)[C@H]1CC[C@H](CC(=O)N3CCc4ccccc4C3)O[C@H]1CO2,-2,·,·,-7,-2,7,4,55
CC(C)(O)c1ccc2c(c1)CCC1C(C)(C(=O)O)CCCC21C (centres undefined),11,3,3,·,1,7,1,·
C[C@H]1CN([C@@H](C)CO)C(=O)c2cccc(NC(=O)C3CCOCC3)c2O[C@@H]1CN(C)CC1CC1,-8,0,3,·,·,0,-6,-12
CCOc1cccc(/C=N/Nc2ccc(S(=O)(=O)N(CC)CC)cn2)c1O,30,11,5,5,·,·,14,?
CN(CC(=O)NCCc1ccccc1)S(=O)(=O)c1ccccc1,4,·,-1,7,·,·,-12,-2
C[C@H](NC(=O)OC(C)(C)C)c1nnc(SCC(=O)c2ccc(Cl)cc2)o1,·,·,·,-4,-10,-4,·,6
O=C(CSC1=NCCN1)Nc1cccc(C(F)(F)F)c1,-17,-3,-7,-20,-43,·,6,39
COc1ccccc1CCC(=O)Nc1ccc(S(=O)(=O)Nc2cc(C)nc(C)n2)cc1,11,9,-5,0,1,2,-2,1

2 neighbouring compounds already listed:
Molecule,LGR2 inh,ERAP1 inh,S100A4 inh HTS,FN deposition inh,PGC1a acetyl inh,PglD inh,EWS-Fli block,PAX8 inh HTS
O=C(CSC1=NCCN1)Nc1cccc(C(F)(F)F)c1,-17,-3,-7,-20,-43,·,6,39
COc1ccccc1CCC(=O)Nc1ccc(S(=O)(=O)Nc2cc(C)nc(C)n2)cc1,11,9,-5,0,1,2,-2,1

Later entries
Molecule,LGR2 inh,ERAP1 inh,S100A4 inh HTS,FN deposition inh,PGC1a acetyl inh,PglD inh,EWS-Fli block,PAX8 inh HTS
C[C@H](CO)N1C[C@H](C)[C@H](CN(C)C(=O)C2CC2)Oc2ncc(C#CC3CCCC3)cc2C1=O,-2,-3,1,-1,4,-1,-10,·
Cc1cccc(NS(=O)(=O)c2ccc(C(=O)N3CCN(c4ccccc4O)CC3)cc2)c1C,-7,0,5,·,·,-9,·,26
O=C1CC2(CCN(C(=O)c3ccccc3[N+](=O)[O-])CC2)Oc2ccccc21,-20,-3,-1,0,-1,-2,-5,-13
C[C@H](O)C#Cc1ccc2c(c1)O[C@H](CN(C)C)[C@H](C)CN([C@H](C)CO)S2(=O)=O,6,4,-6,-1,-3,-3,2,-12
CC(=O)Oc1c2occc2cc2ccc(=O)oc12,·,·,22,4,-14,2,·,·
Cc1ccc(S(=O)(=O)N(C)C[C@@H]2Oc3c(NC(=O)Nc4c(C)noc4C)cccc3C(=O)N([C@H](C)CO)C[C@@H]2C)cc1,-21,-3,-23,·,-11,3,9,-19
CO[C@@H]1CN(C)C(=O)c2cc(NS(=O)(=O)c3ccccc3C)ccc2OC[C@@H](C)N(S(C)(=O)=O)C[C@H]1C,5,2,-7,11,-10,1,4,17
CN(C)CC(=O)N1CCCCN2[C@H](CO)[C@H](c3ccc(-c4cccc(C(=O)N(C)C)c4)cc3)[C@H]2C1,21,·,·,·,5,1,-22,12

More records follow.
Molecule,LGR2 inh,ERAP1 inh,S100A4 inh HTS,FN deposition inh,PGC1a acetyl inh,PglD inh,EWS-Fli block,PAX8 inh HTS
O=C1CSC(c2cccnc2)N1c1ccccc1 (centres undefined),13,0,2,4,·,-3,3,18
CC(=O)Nc1ccc(N/C=C/C(=O)c2ccccc2)cc1,-40,-1,-4,8,3,-12,-102,-136
O=C(CSc1nnc(-c2ccc(F)cc2)c2ccccc12)Nc1ccccc1,7,4,-5,·,·,·,63*,-12
CC(C)=CCN1CCN(Cc2cccc3nonc23)CC1CCO (centres undefined),37,-7,-2,-8,-3,·,-9,4
O=[N+]([O-])c1ccc(C[n+]2cccc3ccccc32)cc1,-4,1,-20,-3,5,·,-5,-19
O=C(O)c1c[nH]c2nccnc12,-11,1,-1,-8,-1,2,-8,-2
Cc1ccc(O)c(C(CC(=O)NCc2ccco2)c2ccccc2)c1 (centres undefined),29,2,6,·,-20,·,7,-4
CCCOc1ccc(-c2nc(N3CCN(C)CC3)c3ccccc3n2)cc1,-93,-1,-15,-3,-3,0,-50,-38

Additional structures
Molecule,LGR2 inh,ERAP1 inh,S100A4 inh HTS,FN deposition inh,PGC1a acetyl inh,PglD inh,EWS-Fli block,PAX8 inh HTS
CCC(=O)Nc1ccc(NC(=O)/C=C/c2ccc(Cl)cc2)cc1,11,2,2,0,-21,-8,10,-12
COc1ccc(S(=O)(=O)N2CCC[C@@H]2C(=O)N2CCC[C@H]2C(=O)NCc2ccncc2)cc1C,-32,-7,-9,-7,·,·,8,10
C[C@@H]1CN([C@H](C)CO)S(=O)(=O)c2ccc(C#CC3CC3)cc2O[C@@H]1CN(C)C(=O)Cc1ccncc1,-2,-3,-16,2,-12,-1,5,·
C=CCNc1nc2c(c(=O)[nH]c(=O)n2C)n1Cc1cccc(C)c1,-9,-3,-3,11,6,5,8,15
CC1CCN(Cc2c(O)ccc3c(=O)c(-c4nc5ccccc5s4)c(N)oc23)CC1,6,2,-1,-2,-3,·,2,22
Cc1cccc(Nc2cc(=O)n(C)c(=O)[nH]2)c1,-6,0,-1,11,·,-7,8,-16
CO[C@H]1CN(C)C(=O)c2cc(NC(=O)c3ccno3)ccc2OC[C@H](C)NC[C@H]1C,1,4,-33,0,10,-6,6,3

The order is random; 2.1% or so of the library scored in one or more.
